Tb PFK inh: inhibitors of T. brucei phosphofructokinase. O15648. T. brucei PFK, ADP-Glo luminescence. Potency, µM (doses to about 57.5 µM), without a hit: top-dose activity, negative = inhibition, most hits filed as inhibitors. 330,000 compounds, 0.17% hits;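 further: potency means the concentration at half of the fitted maximal effect; 0% = uninhibited 1x PFK enzyme wells and -100% = no-enzyme wells; nearly all actives have a fitted effect of over 60% in size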
Target sequence (O15648 whole entry, looked up): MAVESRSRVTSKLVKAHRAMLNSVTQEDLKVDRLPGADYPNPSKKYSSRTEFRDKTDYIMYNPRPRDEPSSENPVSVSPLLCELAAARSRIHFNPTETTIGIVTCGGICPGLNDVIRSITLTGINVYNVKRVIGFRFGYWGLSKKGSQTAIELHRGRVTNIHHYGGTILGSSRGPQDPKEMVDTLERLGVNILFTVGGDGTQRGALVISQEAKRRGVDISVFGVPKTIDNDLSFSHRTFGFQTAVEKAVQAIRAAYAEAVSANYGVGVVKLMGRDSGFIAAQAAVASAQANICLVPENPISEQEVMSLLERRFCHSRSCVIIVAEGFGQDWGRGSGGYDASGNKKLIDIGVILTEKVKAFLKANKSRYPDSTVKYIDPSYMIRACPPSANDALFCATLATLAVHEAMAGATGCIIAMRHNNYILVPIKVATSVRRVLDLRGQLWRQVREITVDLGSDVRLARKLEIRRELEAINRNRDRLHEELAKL
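ADP-Glo luminescence quantified ADP after 45 min at room temperature, with 1.25 nM T. brucei PFK, 0.1 mM ATP and 0.5 mM fructose-6-phosphate in pH 8.0 TEA buffer. qHTS titrations up to 57 µM; curves classified by quality.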
TCR activator: T cell receptor activation | primary human leukocytes, anti-CD3, IL-2 HTRF, 48 h | Potency, µM (top dose mostly 9.22 µM), without a hit: at the highest dose activation of IL-2 secretion, usual class: activators | 330,000 tested, under 10 active; further: % of control where 0% means no effect
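Activity was scored as IL-2 release from primary human leukocytes given only a TCR signal (a-CD3 beads) plus compound for 48 hr. Detection used a two-antibody HTRF format read at 665nm.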
ASM inhibitor: blocks human secretory acid sphingomyelinase; placental ASM, HMU-PC fluorogenic substrate, 60 min; AID 504937; 340,000 compounds, 0.006% hits; Potency, µM (top dose mostly 57.5 µM), inactives show at the highest dose activity change, negative = inhibition, usual class: inhibitors; P17405; further: potency means the concentration at half of the fitted maximal effect
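Fluorogenic HMU-PC substrate (9 uM final) is turned over by placental ASM in 60 min at 37 C after a 10 min compound preincubation. Reaction ended by alkaline stop (pH 10), with fluorescence read at 386/447 nm.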
ELG1 DNA repair: blocks ELG1-dependent DNA repair in HEK293T cells | HEK293T ELG1-luciferase reporter, luminescence, 16 h; DNA damage induced by 5-fluorouridine | Potency, µM (highest dose often 46.1 µM), for inactives: at the top dose activity change, negative = inhibition, hits mostly inhibitors | 330,000 compounds, 2.3% hits; further: potency means the concentration at half of the fitted maximal effect; on the % scale 0 is the no-effect control and ±100 the full control effect; nearly all actives have a fitted effect of over 55% in size
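Luminescence from the luciferase reporter, measured 30 min after ONE-Glo reagent at room temperature, was the read-out. Beforehand, 2,000 cells per well were exposed for 16 hr at 37 °C to 5-fluorouridine together with compound or vehicle.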
AT treatment: candidate therapy for ataxia-telangiectasia. 320,000 compounds, 0.19% hits. AID 485349. Potency, µM (top dose mostly 57.5 µM), inactives show top-dose activation, usual class: activators. […] A-T fibroblasts, KAP-1 phosphorylation AlphaLISA; neocarzinostatin DNA damage 30 min before lysis; further: potency means the concentration at half of the fitted maximal effect; % of control where 0% means no effect; nearly all actives have a fitted effect of over 45% in size
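hTERT-immortalized A-T patient fibroblasts ([…]), 500 cells/well in OPTI-MEM, 1% FBS, got compounds for 60 min, then NCS for 30 min at 37C. Lysates were then assayed for phospho-KAP-1 by AlphaLISA (anti-pKAP1 donor, anti-KAP1 acceptor beads), 6 hr at 25C.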
Integrin act MD: integrin-mediated muscular dystrophy alleviation activation | alpha7betagal myoblasts, beta-gal FDG fluorescence, 48 h | Potency, µM (highest dose often 38.3 µM), inactives show at the highest dose activation, most hits filed as activators | 350,000 compounds, 0.064% hits;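 further: potency means the concentration at half of the fitted maximal effect; 100% = response of the positive control SU9516; nearly all actives have a fitted effect of over 60% in size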
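Alpha7betagal+/- myoblasts (passage 13) were plated 16-24 hr, then exposed to compounds (1:260 dilution of DMSO stock) for 48 hours at 37C. After MPER lysis, β-galactosidase reporter activity was read as FDG fluorescence (ex 480/em 540) after 30 minutes.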
PTAP TSG101 blk: blocks PTAP/TSG101 interaction to inhibit HIV-1 budding. Fluorescence polarization, FITC-PTAP peptide / Tsg101 binding. Potency, µM (series often up to 115 µM), inactives show at the highest dose activity change, negative = inhibition, actives largely listed as inhibitors. 340,000 tested, under 10 active. Q99816. AID 493005; active means well fitted inhibition curve with a large enough effect in the main read-out, with a control signal flat, not every such curve was filed as active; inconclusive means small, poorly fitted or top-dose-only effect, or effect the other way, or a change in a side signal; inactive means no such curve, though single readings can be large or run the other way; further: potency means the concentration at half of the fitted maximal effect; % of control where 0% means no effect
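FP read-out: FITC-PTAP peptide, 50 nM final, binding Tsg101 binding domain, 10 uM final; 20 min, r.t.; 10 mM HEPES pH 7.5, 0.15 M NaCl, 0.01% Tween 20, 3 mM EDTA, 0.1 mM TCEP.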
TSHR antagonist: human thyrotropin receptor antagonism; P16473; TSHR-expressing cells, TSH-stimulated cAMP HTRF, 2 h; stronger effect = lower value; activity change, negative = inhibition, % at 11.5 µM; 330,000 compounds, 0.2% hits;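 active means activity change below a set negative limit, meaning inhibition stronger than a set level, cut at about -70% in these data; inconclusive means activity change between two set negative limits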; further: on the % scale 0 is the no-effect control and ±100 the full control effect
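Competitive HTRF cAMP read-out (cryptate anti-cAMP antibody, cAMP-d2; 30 min, room temperature) in freshly harvested TSHR cells. Compounds added before TSH at EC80 (4nM final), followed by 2 hours' incubation at 37 deg C.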
Mito fusion act: inhibitors of mitochondrial division or activators of mitochondrial fusion | Potency, µM (highest dose often 46.1 µM), inactives show at the highest dose growth rescue (activation), hits mostly activators | 320,000 compounds, 0.23% hits | S. cerevisiae fusion-defective mutant growth rescue, CellTiterGlo 48 h;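 further: potency means the concentration at half of the fitted maximal effect; % of control where 0% means no effect; nearly all actives have a fitted effect of over 45% in size; temperature-sensitive fusion mutants such as fzo1-1 at 37 °C on non-fermentable ethanol glycerol medium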
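S. cerevisiae fusion-defective temperature-sensitive mutants (e.g. fzo1-1, mgm1-5) grown 48 h at 37C in YPEG (ethanol/glycerol non-fermentable) medium with 23 nl compound per well; growth rescue read as CellTiterGlo luminescence.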
BCR signal inh: blocks chronic active B-cell receptor signaling; ABC-DLBCL IkBa-CBG/CBR reporter, luminescence ratio, 4 h; Potency, µM (titrated, usually from 46.1 µM), inactives show at the top dose ratio change, negative = lower green/red ratio, usual class: inhibitors; 340,000 compounds, 0.05% hits; AID 493014; active means well fitted inhibition curve with a large enough effect in the signal ratio, with a control signal flat, not every such curve was filed as active; inconclusive means small, poorly fitted or top-dose-only effect, or effect the other way, or a change in a side signal; the % refers to the signal ratio;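 further: potency means the concentration at half of the fitted maximal effect; plate controls were basal doxycycline-induced cells for no effect and cells given 10 µM MG132 for full effect; MG132 reads +100%, hits lower the ratio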
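TMD8 ABC-DLBCL cells carrying doxycycline-inducible green luciferase fused to IkappaBalpha plus unfused red luciferase were exposed to compounds (up to 46 uM) for 4 hrs at 37C. Activity came from the overlap-corrected green/red luminescence ratio.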
Eya2 inh: inhibitors of human Eya2 phosphatase activity | O00167 | recombinant Eya2, OMFP fluorescence dephosphorylation (OMFP is methylfluorescein phosphate) | Potency, µM (titrated, usually from 76.9 µM), for inactives: top-dose activity, negative = inhibition, usual class: inhibitors | 330,000 compounds, 0.006% hits; further: potency means the concentration at half of the fitted maximal effect; on the % scale 0 is the no-effect control and ±100 the full control effect
Target sequence (O00167 whole entry, looked up): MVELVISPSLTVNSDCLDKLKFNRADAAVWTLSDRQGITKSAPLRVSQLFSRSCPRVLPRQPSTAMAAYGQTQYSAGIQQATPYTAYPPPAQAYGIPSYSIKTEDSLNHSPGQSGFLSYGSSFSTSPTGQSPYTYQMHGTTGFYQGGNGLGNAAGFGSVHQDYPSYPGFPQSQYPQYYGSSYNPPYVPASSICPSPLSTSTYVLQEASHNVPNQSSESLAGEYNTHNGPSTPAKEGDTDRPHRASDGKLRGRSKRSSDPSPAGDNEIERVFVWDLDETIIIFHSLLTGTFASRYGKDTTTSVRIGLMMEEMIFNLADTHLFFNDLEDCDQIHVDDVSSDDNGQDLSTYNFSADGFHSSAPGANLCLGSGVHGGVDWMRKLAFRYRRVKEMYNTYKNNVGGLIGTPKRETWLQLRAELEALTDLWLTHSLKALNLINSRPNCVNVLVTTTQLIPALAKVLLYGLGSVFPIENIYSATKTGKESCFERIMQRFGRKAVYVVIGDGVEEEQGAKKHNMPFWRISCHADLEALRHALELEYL
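Eya2 (0.2 uM) preincubated 10 min at ambient with compound, then OMFP substrate added at 50 uM; 10 min reaction in 50 mM HEPES pH 7.5, 50 mM NaCl, 5 uM MgCl2, 0.05% BSA, 1 mM DTT. Fluorescence read at Ex 485/Em 525 nm.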
The depositor's hits bear a star; ? = inconclusive; . = not tested or not shown; & = joins results of further samples; [ ] = remark or other dose. Unless noted, the call rests on the fitted dose curve; in most records, active means well fitted curve in the direction sought with a large enough effect; inconclusive means small, poorly fitted or top-dose-only effect, or another doubt; inactive means no such curve, though single readings can be large; an effect the other way counts as inactive or inconclusive. The order is random; about 3.2% have a hit in one of these screens.

The line under a structure holds: ELG1 DNA repair	Tb PFK inh	ASM inhibitor	AT treatment	BCR signal inh	Eya2 inh	TCR activator	PTAP TSG101 blk	Integrin act MD	TSHR antagonist	Mito fusion act
O=C(CC1S/C(=N/N=C/c2c[nH]c3ccccc23)NC1=O)Nc1ccccc1 (stereo not drawn)
 : -1%	-3%	-3%	-1%	-5%	0%	-6%[46.1 µM]	-3%	5%	0	-2%
CN1CCN(C(=O)C2CCCN(S(=O)(=O)c3ccccc3)C2)CC1 (stereo not drawn)
 : ?	-2%	0%	-1%	-5%	7%	2%	-7%	10%	17	-2%
Cc1ccc(C(=O)O)cc1NC(=S)NCCc1ccccc1
 : 1%	2%	1%	4%	5%	-8%	0%	2%	0%	-3	-2%
CCCC1(CCC)C(=O)NC(=NCCc2ccc(OC)c(OC)c2)NC1=O
 : 19%	4%	-2%	-7%	?	-6%	-5%[46.1 µM]	-1%	-5%	15	1%
O=C(/C=C/c1ccccc1)NC(=S)Nc1ccccc1
 : ?	-3%	-4%	-2%	-9%	-3%	3%	-3%	-2%	-20	-20%
CCOC(=O)Nc1ccc(S(=O)(=O)NCc2ccccc2)cc1
 : -15%	-6%	-1%	-2%	11%	6%	5%	-6%	-19%	36	0%
O=C(NN=C1CCCC1)C(=O)Nc1cccc(C(F)(F)F)c1
 : 16%	-1%	1%	3%	1%	11%	-21%	-2%	-32%	6	-3%
CCOc1cc(NCCN2CCOCC2)c([N+](=O)[O-])cc1OCC
 : 3%	0%	-9%	-15%	?	-26%	0%	-4%	43%	-4	-2%
O=S(=O)(c1ccc(OCC(O)CN2CCN(c3ccccc3)CC2)cc1)N1CCOCC1 (stereo not drawn)
 : -7%	-4%	3%	-1%	-2%	6%	-1%	-6%	-20%	2	-4%
O=C(Nc1cccc([N+](=O)[O-])c1)NC1CCCCCCC1
 : ?	-7%	-6%	2%	9%	4%	1%	-3%	-10%	-3	-17%
Cc1cc(N2CCN(C)CC2)nc2ccc(NC(=O)CCC(=O)NCCc3ccc(Cl)cc3)cc12
 : -4%	-11%	71%[activator]	2%	-2%	7%	-1%	-1%	28%	-4	-5%
COc1cc(/C=C2\SC(=S)N(c3cccnc3)C2=O)ccc1O
 : 8%	-16%	-3%	-7%	6%	19%	3%	0%	12%	0	8%
COc1ccc(OCC(=O)Nc2cc(C)c(Cl)cc2OC)c([N+](=O)[O-])c1
 : ?	0%	3%	-2%	3%	-12%	-2%[46.1 µM]	-2%	22%	-5	-5%
COc1ccc(-c2c(-c3ccccc3)n(C)c3ccccc23)cc1
 : 5%	7%	-2%	9%	2%	-7%	-5%	1%	2%	10	.
CCOC(=O)c1nsnc1NCCSC(=N)N
 : -22%	4%	25%	24%	-3%	-3%	-3%[46.1 µM]	0%	-6%	8	-1%
COc1ccc(CN([C@H](CO)CC(C)C)S(=O)(=O)N(Cc2ccccc2)[C@H](CO)CC(C)C)cc1
 : ?	-3%	-13%	2%	?	-14%	-12%	.	-40%	-21	.
N#Cc1ccsc1NC(=O)COC(=O)c1cc2ccccc2cc1O
 : ?	-5%	14%	0%	0%	5%	-10%[46.1 µM]	-2%	-3%	-19	5%
Cc1ccc(C(CNS(=O)(=O)c2ccc([N+](=O)[O-])cc2)N2CCN(C)CC2)cc1 (stereo not drawn)
 : ?	-2%	5%	10%	0%	-12%	-5%	-8%	8%	11	-2%
Cc1cc(S(=O)(=O)N2CCCC2)ccc1OCC(=O)Nc1ccccc1
 : 7%	2%	-11%	-2%	4%	5%	4%	-3%	?	0	-1%
O=C1CC(C(F)(F)C(F)(F)C(F)(F)C(F)(F)F)=Nc2ccccc2N1
 : ?	1%	-3%	-3%	22%	1%	-1%	1%	-3%	-3	7%
Cc1cccc(Oc2cnn(C(C)(C)C)c(=O)c2Cl)c1
 : ?	-1%	-4%	7%	-7%	-6%	-1%[46.1 µM]	-5%	-54%[inhibitor]	-28	4%
Cc1nn(Cc2ccc(Cl)c(Cl)c2)c(C)c1NC(=O)c1sc2ccccc2c1Cl
 : ?	-17%	-9%	16%	0%	-7%	-1%	-3%	-46%[inhibitor]	2	4%
CC12CC(NC(=O)N1CCc1ccccc1)c1cc(Cl)ccc1O2 (stereo not drawn)
 : ?	-8%	-2%	9%	4%	7%	3%[46.1 µM]	-6%	-7%	-4	-4%
CC/C(=N/N=C(\CC)c1ccccc1)c1ccccc1
 : -2%	-1%	0%	?	?	-2%	0%[46.1 µM]	1%	18%	-7	0%
CN(N)C(=S)Nc1ccc(Cl)cc1
 : 1%	4%	5%	-10%	?	3%	.	-1%	-22%	-1	2%
Cn1c2ccccc2c(=O)c2c(O)cccc21
 : -2%	6%	-2%	-1%	20%	-3%	.	-5%	-7%	-6	-4%
CCCCNS(=O)(=O)c1ccc2nc(-c3cccnc3)cc(C(=O)NC(C)C)c2c1
 : -4%	-4%	-4%	11%	-4%&1%	10%	5%	0%	11%	4	-2%
COc1ccc2c(c1)c1ncn(CCN3CCCC3)c(=O)c1n2C
 : -4%	1%	106%[activator]	6%	4%	6%	-5%	-4%	-17%	4	2%
Cc1cccnc1NC(=O)c1cccc(S(=O)(=O)NCc2ccccc2)c1
 : -2%	5%	-2%	-5%	0%	-39%	7%	-1%	13%	0	-5%
CC(C)Sc1nnc(NC(=O)C2CC2)s1
 : ?	-10%	0%	-5%	6%	-16%	2%	-6%	10%	9	6%
CCc1nnc(SCC(=O)Nc2nc(C)c(C(=O)N(C)C)s2)n1CC
 : 13%	0%	.	14%	2%	-8%	3%	0%	15%	14	-1%
Cc1cc(C)n2nc(C(=O)OCC(=O)N(C)C3CCCCC3)nc2n1
 : 9%	16%	-1%	-2%	-4%	-22%	.	0%	22%	-7	-1%
CCC(C)(C)n1nnnc1C(c1cc2cc(C)ccc2[nH]c1=O)N1CCCC1 (stereo not drawn)
 : -12%	13%	13%	-1%	-2%	-17%	.	.	-16%	-5	-5%
COC(CCN(C)C)(c1ccccc1)c1ccccc1
 : -3%	0%	4%	6%	0%	11%	1%	-1%	-6%	-4	-11%
CC(C)CC(=O)N1CCN(c2ccc(NC(=O)c3ccco3)cc2)CC1
 : -2%	1%	-2%	1%	4%	2%	0%	.	12%	-11	0%
CO/N=C/c1cccn1-c1nccc(N(C)C)c1C#N
 : 9%	1%	0%	0%	-7%	13%	-4%	2%	-13%	6	-2%
Cc1cc(NC(=O)COc2cccc3cccnc23)no1
 : ?	17%	.	-4%	?	3%	2%[46.1 µM]	.	.	5	0%
CCOc1cc(S(=O)(=O)n2nc(C)cc2C)ccc1Br
 : -4%	-1%	-7%	1%	-7%	-8%	5%	-1%	-14%	-9	7%
CCCCNC(=O)CCCn1c(=S)[nH]c2cc3c(cc2c1=O)OCO3
 : -11%	-2%	5%	-2%	-4%	-4%	-1%	-2%	19%[7.66 µM]	3	-1%
NC(=S)NC(=O)c1ccccc1
 : 16%	4%	1%	-4%	-15%	-12%	-1%	0%	3%	5	2%
COc1ccccc1NC(=S)N(CCCN1CCOCC1)Cc1ccccn1
 : 14%	-2%	2%	6%	-6%	2%	-10%	-2%	2%	14	1%
COc1ccc2[nH]cc(C(=O)CN3CCN(C/C=C/c4ccccc4)CC3)c2c1
 : -2%	2%	.	-25%	?	3%	.	.	.	24	2%
Cc1ccc(-c2nc(=S)c3c(n2CC2CCCO2)CC(C)(C)OC3)cc1 (stereo not drawn)
 : 25%	-2%	6%	10%	-6%	-16%	.	.	14%	35	-1%
OCC1C2c3ccccc3C(c3ccccc32)C1CO (stereo not drawn)
 : -1%	4%	5%	4%	2%	5%	1%	-4%	10%	-3	-2%
O=S(=O)(/N=C(/c1ccccc1)N1CCOCC1)c1ccc(Br)cc1
 : -3%	1%	6%	1%	1%	-4%	-4%	-1%	-10%	6	2%
